PPARg SRC3 recr: PPARgamma agonists recruiting SRC-3 coactivator, primary screen, biochemical. Peroxisome proliferator-activated receptor gamma (Homo sapiens), P37231. biochemical PPARgamma/SRC-3 coactivator recruitment assay. activation, % at 8 µM. hit rate 0.26% among 200,000. AID 731, 2007; in the data active means activation above about 23%;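 further: 0% = DMSO and 100% = reference agonist; some compounds past the cut are filed as inactive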
Target sequence (P37231 whole entry, looked up): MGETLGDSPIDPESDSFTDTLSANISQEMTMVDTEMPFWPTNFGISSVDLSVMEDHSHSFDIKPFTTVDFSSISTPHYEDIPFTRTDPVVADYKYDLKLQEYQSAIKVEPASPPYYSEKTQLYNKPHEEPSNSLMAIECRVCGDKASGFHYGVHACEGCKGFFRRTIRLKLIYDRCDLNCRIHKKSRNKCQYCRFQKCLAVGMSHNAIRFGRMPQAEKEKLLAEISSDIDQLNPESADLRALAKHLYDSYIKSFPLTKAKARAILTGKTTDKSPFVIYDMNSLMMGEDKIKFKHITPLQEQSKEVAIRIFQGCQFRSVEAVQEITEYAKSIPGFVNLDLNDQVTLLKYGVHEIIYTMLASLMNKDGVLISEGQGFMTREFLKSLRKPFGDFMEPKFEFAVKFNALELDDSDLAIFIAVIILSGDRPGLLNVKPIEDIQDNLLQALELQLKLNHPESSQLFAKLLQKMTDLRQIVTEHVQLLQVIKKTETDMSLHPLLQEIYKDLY
TR-FRET SRC-2 ct: TR-FRET signal artefacts, primary screen, artefact control for PPARgamma SRC-2 agonist project, biochemical. TR-FRET artefact counter-screen; active compounds read high. TR-FRET ratio at 8 µM. hit rate 0.4% among 200,000. AID 1049, 2008; in the data active means TR-FRET ratio above about 2000; further: inactives centre near 1500
PPARg SRC-1 ag: PPARgamma agonists recruiting SRC-1 coactivator, primary screen, biochemical; Peroxisome proliferator-activated receptor gamma (Homo sapiens), P37231; PPARgamma-SRC-1 coactivator recruitment biochemical assay; activation, % at 8 µM; hit rate 0.41% among 200,000; AID 631, 2007; in the data active means activation above about 19%;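 further: 0% = DMSO and 100% = reference agonist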
TNAP act hi DEA: TNAP activators at high phosphate acceptor level, primary screen, biochemical, luminescence, uHTS; purified TNAP, CDP-star luminescence, 1 M DEA, 30 min; active compounds read high; 0 = EDTA background, 1 = DMSO-only activity; activation factor at 20 µM; 200,000 tested, under 10 active;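 active means activation factor at least 2 at 20 µM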
Target sequence (P05186 whole entry, looked up): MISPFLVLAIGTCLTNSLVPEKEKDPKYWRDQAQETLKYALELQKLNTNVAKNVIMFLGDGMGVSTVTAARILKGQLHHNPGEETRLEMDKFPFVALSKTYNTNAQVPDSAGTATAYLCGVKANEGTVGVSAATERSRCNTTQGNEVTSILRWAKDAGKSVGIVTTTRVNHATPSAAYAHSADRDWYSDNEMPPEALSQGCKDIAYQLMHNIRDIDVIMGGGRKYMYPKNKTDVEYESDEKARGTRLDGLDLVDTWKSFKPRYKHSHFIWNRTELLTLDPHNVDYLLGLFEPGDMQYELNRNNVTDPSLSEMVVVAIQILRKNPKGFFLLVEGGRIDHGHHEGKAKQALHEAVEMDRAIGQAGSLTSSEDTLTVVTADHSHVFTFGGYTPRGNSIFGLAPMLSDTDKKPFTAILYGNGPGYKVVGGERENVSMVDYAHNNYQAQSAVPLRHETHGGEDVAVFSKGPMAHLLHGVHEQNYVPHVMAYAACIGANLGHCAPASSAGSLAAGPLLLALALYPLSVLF
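Assay system: human TNAP; Input: enzyme diluted 1/800 final; Reagent: CDP-star luminogenic substrate at 100 µM final; Timing: 30 min, room temperature; Signal: luminescence; Evaluation: TNAP activation factor scaled between EDTA and DMSO control wells.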
bIAP inhibitor: bovine intestinal alkaline phosphatase inhibitors, primary screen, selectivity assay for TNAP inhibitor project, biochemical, bovine IAP, CDP-star luminescence; alkaline phosphatase, intestinal [Bos taurus]; purified bovine IAP, 30 min; inhibition, % at 20 µM; 190,000 tested, under 10 active; AID 1019, 2008;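 active means over 50% inhibition of intestinal alkaline phosphatase at 20 µM in the single-dose screen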
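Incubation: 30 min reaction at room temperature / Material: purified bovine intestinal alkaline phosphatase (IAP) enzyme / Input: enzyme at 1/65,000,000 dilution / Dosing: 20 µM single dose / Signal: CDP-star luminescence signal / Reagent: CDP-star chemiluminescent phosphatase substrate, 30 µM final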
HMGR II inh: inhibitors of E. faecalis class II HMGR, primary screen, biochemical, Enterococcus faecalis. HMG-CoA reductase (Enterococcus faecalis, mvaE). hit rate 0.41% among 190,000. inhibition, % at 10 µM. purified E. faecalis HMGR, NADPH absorbance 340 nm kinetic;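 active means inhibition above a set limit, the median over all tested compounds plus 3 SD, cut at about 9.5% in these data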;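 further: enzyme runs in reverse so mevalonate oxidation gives rising NADPH absorbance; 0% = complete reaction with DMSO and 100% = background rate lacking mevalonate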
PPARg SRC2 recr: agonists of PPARg-SRC-2 recruitment, primary screen, biochemical, HTS. activation, % at 8 µM. hit rate 0.34% among 200,000. PPARgamma LBD-SRC-2 recruitment. Peroxisome proliferator-activated receptor gamma (Homo sapiens), P37231; in the data active means activation above about 22%;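 further: 0% = vehicle and 100% = reference agonist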
TNAP inh no acc: human TNAP enzyme inhibitors, primary screen, biochemical, luminescent, no phosphate acceptor, uHTS. Alkaline phosphatase, tissue-nonspecific isozyme (Homo sapiens), P05186. purified TNAP, CDP-star luminescence, 30 min. inhibition, % at 20 µM. hit rate 0.26% among 200,000. AID 1012, 2008;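 active means tissue-nonspecific alkaline phosphatase inhibition above about 50% at 20 µM in the single-dose screen, limit read from the data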;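 further: 0% = DMSO negative control and 100% = EDTA positive control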
bIAP act: bovine intestinal alkaline phosphatase activators, primary screen, biochemical, bovine IAP, CDP-star luminescence. alkaline phosphatase, intestinal [Bos taurus]. purified bovine IAP, 30 min; active compounds read high; fold of DMSO-control signal, blank-subtracted. AID 1016, 2008. activation factor at 20 µM. hit rate 0.17% among 200,000;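 active means activation factor of 2 or more at 20 µM, a signal rise over negative controls twice the positive control's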
TNAP inh hiacc: human TNAP enzyme inhibitors, primary screen, biochemical, luminescent, high phosphate acceptor level, uHTS; purified TNAP, CDP-star luminescence, 1 M DEA; inhibition, % at 20 µM; hit rate 0.03% among 200,000;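 active means over 50% inhibition of tissue-nonspecific alkaline phosphatase at 20 µM in the single-dose screen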;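 further: plate controls were DMSO wells for no effect and EDTA-quenched wells as full inhibition for full effect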
Numbers without * were called inactive; · = no result given. No enrichment for hits; 1.6% or so of the library scored in one or more.

SMILES	PPARg SRC3 recr	TR-FRET SRC-2 ct	PPARg SRC-1 ag	TNAP act hi DEA	bIAP inhibitor	HMGR II inh	PPARg SRC2 recr	TNAP inh no acc	bIAP act	TNAP inh hiacc
Nc1nnnn1/N=C/C=C/c1ccccc1	6	1702	8	1	21	5	4	-14	0.8	-3
Cc1ccc(O)c(C(=O)/C=C/c2ccc3c(c2)OCCO3)c1	0	1480	15	1	1	-1	2	-5	1	-1
CN=C1CC(SC)=C1c1ccc(C)cc1	-2	1559	10	1	8	-6	24*	-7	0.9	0
COC(=O)[C@@]1(Cc2ccccc2)[C@H]2c3cc(C(=O)N4CCCC4)n(CCSCCO)c3C[C@H]2CN1C(=O)c1ccccc1	2	1502	0	1	37	-8	9	-8	0.6	-2
CC(=O)NC1CC2CCCC(C1)N2C(=O)Nc1ccccc1 (centres undefined)	6	1543	4	1	0	-4	2	-10	1	-4
Cc1nc2ncnn2c(C)c1CCC(=O)Nc1ccc(S(=O)(=O)N2CCCCCC2)cc1	3	1622	-2	1	5	2	-4	-8	1	-3
Clc1ccccc1-c1cc(COc2ccc3ccccc3c2)no1	2	1551	-8	1	45	-6	-4	2	0.6	0
CCn1cc(C(=O)O)c(=O)c2cc(Br)ccc21	-2	1568	1	1	11	-4	2	-12	0.9	-4
CCCCN(C)Cc1c(C)[nH]c2ccc(Cl)cc2c1=O	9	1661	10	1.1	8	-2	-3	-2	0.9	-8
O=C(CN1CCCC1)N/N=C/c1ccc(-c2cccc(Cl)c2)o1	4	1552	-5	1	-11	-2	5	6	1.1	-5
O=C(CCc1[nH]c2ccccc2c1Sc1ccccc1)N(CCO)CCO	2	1627	5	1	15	-1	3	-8	0.9	2
Cc1ccsc1C(=O)NNC(=O)Nc1ccc(Cl)c(Cl)c1	9	1492	1	1.1	6	5	-4	-20	0.9	-8
NS(=O)(=O)c1cccc(NC(=O)COC(=O)c2cc(-c3ccc(Cl)cc3)nc3ccccc23)c1	6	1457	-2	1	29	-2	1	-3	0.7	-3
O=C(Nc1ccc2nc3n(c(=O)c2c1)CCCCC3)c1ccccc1Cl	6	1561	-4	1.1	7	-10	-1	23	0.9	-6
COc1cccc(-n2c(=O)[nH]cc(C(=O)Nc3ccc4c(c3)OCCO4)c2=O)c1	-11	1397	-5	1	8	-1	5	-5	0.9	1
Nc1cc(N)nc(SCC(=O)Nc2ccc(Br)cc2Cl)n1	·	·	·	1.1	8	-2	·	-17	0.9	-9
Cc1c(Cl)cccc1NC(=O)Nc1ccccc1C(N)=O	-5	1650	2	1	-1	-3	-3	-6	1	-3
O=C(c1cc2nc(-c3ccc(F)cc3)cc(C(F)(F)F)n2n1)N1CCCCC1c1cccnc1 (centres undefined)	4	1410	1	1	-7	0	6	-6	1.1	1
O=C(NCc1ccco1)c1cnc2n(c1=O)CCS2	13	1489	-8	1.1	5	·	6	2	0.9	-6
C#CCNC(=O)C(C)c1ncc(C(F)(F)F)cc1Cl (centres undefined)	4	1349	11	1	0	-7	4	3	1	-4
N/C(=N\OC(=O)C(c1ccccc1)c1ccccc1)c1ccccn1	-1	1559	-3	1	31	-1	1	-6	0.7	-2
Cc1ccc(C)c(NC(=S)NC2CC3CCCC(C2)N3CC(C)C)c1 (centres undefined)	9	1529	6	1.1	-14	0	0	-19	1.1	-6
CCOc1ccccc1-c1nc(-c2ccc(C)nc2OC)no1	3	1697	10	1.1	10	-7	2	-12	0.9	-6
Cc1ccc(NC(=S)N2CCN(C(=O)C3CCCO3)CC2)cc1 (centres undefined)	6	1659	3	1	5	-3	7	-11	1	-2
Cc1ccc(S(=O)(=O)N2CCC(=O)N(CCOC(=O)Nc3ccccc3C)CC2)cc1	-1	1482	7	1	14	-4	0	-10	0.9	-2
COc1cc2c(cc1OC)C1=NC(=O)CN1C(SCc1ccccc1C)=N2	21	1965	14	1	-2	-7	27*	-1	1	0
O=c1[nH]c(SCc2ccccc2)nc2c1sc1ccccc12	3	1648	8	1.1	12	-5	11	-5	0.9	-5
Cn1c(C(=O)O)cc2cc(F)ccc21	4	1413	0	1	-12	·	4	-5	1.1	0
Cc1nn(C)cc1CN1CCC(CO)(CCOc2ccccc2)CC1	0	1592	8	1	-3	-5	6	-3	1	-3
CC1CCN(c2nc(/C=C/c3ccccc3)nc3ccccc23)CC1	1	1489	-6	1.1	16	-3	-2	-13	0.8	-5
C/C(CC(=O)Nc1ccccn1)=N\NC(=O)c1ccc(C)cc1	-2	1337	-8	1	10	-6	5	-5	0.9	0
CCCCNC(C(=O)Nc1cccc(S(=O)(=O)N2CCOCC2)c1)c1ccccc1 (centres undefined)	1	1609	0	1.1	-15	-3	3	-21	1.2	-7
Fc1cc2nc(-c3ccncc3)[nH]c2cc1F	-13	1511	-4	1	7	-3	1	6	0.9	0
Cc1ccc(CS/C(Nc2ccccc2C)=C(\C#N)C(=O)NCc2ccco2)c(C)c1	5	1592	-3	1	15	-4	6	-8	0.9	-3
COc1ccccc1N1CCN(C2CCN(S(=O)(=O)c3ccc4ccccc4c3)CC2)CC1	11	1662	6	1	-6	0	8	-5	1.1	3
Cc1cccc(-n2c(=O)[nH]c3c(C(N)=O)nc(-c4ccccc4Cl)nc32)c1	-3	1487	4	1	5	-11	4	-35	1	3
CCS(=O)(=O)CCSc1nc2c(cc1C#N)CCCC2	-4	1697	4	1.1	0	-2	4	-12	1	-8
O=C(COC(=O)c1ccc2[nH]c3c(c2c1)CCCC3)Nc1ccccc1Cl	-2	1503	9	1.1	9	-2	3	-6	0.9	-11
O=C1CN(C(=O)CN2CCOCC2)C(c2ccccc2)c2cc(Br)ccc2N1 (centres undefined)	0	1631	-4	1	-11	-2	-7	-16	1.1	-4
O=[N+]([O-])c1cccc(/C=N/N2CCN(Cc3ccccc3)CC2)c1	0	1523	-3	1	16	-1	-6	-4	0.8	1
O=C(CSc1ncc(C(=O)O)n1-c1ccc(F)cc1)NCc1ccc2c(c1)OCO2	1	1748	1	1	-38	-1	7	-14	1.4	-4
CCC(=O)NC1(Cc2ccc(O)cc2)CCCCC1	0	1525	0	1.1	4	0	-5	-13	1	-6
CCc1ccccc1NC(=O)Nc1ccc(F)cc1F	1	1556	4	1	-3	0	1	-8	1	0
CCCn1c(N)cc(=O)n(CCC)c1=O	-3	1471	4	1	-4	-5	-3	-13	1	-5
O=C(NCCC1=CCCCC1)C1CCN(S(=O)(=O)c2ccccc2)CC1	-1	1658	10	1	0	-10	9	-9	1	1
CC(=O)Nc1ccc(S(=O)(=O)NCCc2cc3c(C)ccc(C)c3[nH]c2=O)cc1	1	1589	2	1	10	-6	-5	-11	0.9	-1
CCCC(=O)NCCCc1nc2ccccc2[nH]1	2	1457	6	1	11	-1	-1	-13	0.9	-4
Cc1nc2ccccc2c(=O)n1NC(=O)Cc1ccc(Br)cc1	-4	1499	1	1	8	-5	3	-15	0.9	-5
O=[N+]([O-])c1ccc(-n2nnnc2-c2ccccc2)cc1	-6	1401	-4	1	2	2	-12	-7	1	-1
CC1CCCN(C/C(O)=C(\C#N)c2nc3ccccc3[nH]2)C1 (centres undefined)	3	1518	-2	0.9	-23	-4	9	-1	1.2	6
O=C(CN1CCOCC1)N(c1ccccc1)c1ccc2ccccc2c1	8	1482	11	1	-8	0	3	1	1.1	-4
O=C(/C=C\c1cn(-c2ccccc2)nc1-c1cccs1)N1CCOCC1	4	1606	4	1	10	-4	2	-9	0.9	0
COc1ccc(-c2cc(C(=O)NCc3cn(C)nc3C)c3ccccc3n2)cc1OC	1	1467	0	1	10	-2	-6	-6	0.9	1
COc1ccccc1N1CCN(Cc2cc(Br)c(O)c3ncccc23)CC1	15	1849	1	1.1	-4	0	3	7	1	-8
CC(=O)Nc1nc2ccccc2n1Cc1ccccc1C	2	1625	5	1	-5	-2	5	-5	1	-4
Cc1ccc(C)c(N2CCN(C(=O)c3ccc(Cn4c(=O)[nH]c5ccccc5c4=O)cc3)CC2)c1	0	1580	0	1.1	3	-2	1	3	1	-8
O=C(NCC1CCCO1)c1ccc(NC(=O)C2C3C=CC(C3)C2C(=O)O)cc1 (centres undefined)	1	1471	-4	1	2	1	-1	6	1	-1
COCCN1C(=O)c2ccccc2C(C(=O)NCc2ccco2)C1c1c[nH]c2ccccc12 (centres undefined)	10	1497	5	1.1	-9	-1	7	-13	1.1	-5
Cn1c(Cn2c(=O)sc3ccccc32)nnc1SCC(=O)NCc1ccco1	-1	1651	0	1	3	-7	4	-5	1	2
COc1ccc(S(=O)(=O)NC(C(C)C)C(C)C)cc1OC	8	1703	-1	1	4	1	9	-10	1	-2

Brought forward from above: 5 entries, followed by the next part.
SMILES	PPARg SRC3 recr	TR-FRET SRC-2 ct	PPARg SRC-1 ag	TNAP act hi DEA	bIAP inhibitor	HMGR II inh	PPARg SRC2 recr	TNAP inh no acc	bIAP act	TNAP inh hiacc
Cc1ccc(C)c(N2CCN(C(=O)c3ccc(Cn4c(=O)[nH]c5ccccc5c4=O)cc3)CC2)c1	0	1580	0	1.1	3	-2	1	3	1	-8
O=C(NCC1CCCO1)c1ccc(NC(=O)C2C3C=CC(C3)C2C(=O)O)cc1 (centres undefined)	1	1471	-4	1	2	1	-1	6	1	-1
COCCN1C(=O)c2ccccc2C(C(=O)NCc2ccco2)C1c1c[nH]c2ccccc12 (centres undefined)	10	1497	5	1.1	-9	-1	7	-13	1.1	-5
Cn1c(Cn2c(=O)sc3ccccc32)nnc1SCC(=O)NCc1ccco1	-1	1651	0	1	3	-7	4	-5	1	2
COc1ccc(S(=O)(=O)NC(C(C)C)C(C)C)cc1OC	8	1703	-1	1	4	1	9	-10	1	-2
CC1(C)CC(=O)c2cnc(NCc3ccco3)nc2C1	-1	1665	10	1.1	16	3	13	-6	0.8	-5
O=C(NCCc1ccccc1)c1c(F)c(F)c(F)c(F)c1F	1	1596	-3	1	-17	2	-4	-6	1.2	-1
Cc1ccc(C(O)CN2C3=NCCN3c3ccccc32)cc1 (centres undefined)	-7	1652	1	1	-3	-6	6	2	1	-4
COc1ccc(-c2cc(C(=O)Nc3sc4c(c3C#N)CCCC4)c3ccccc3n2)cc1OC	0	1533	4	1	-1	-3	-4	-4	1	0
N#Cc1cc2c(nc1SCC(=O)O)CCCC2	16	1528	1	1	-4	-4	14	-3	1	-1
